# Screens as filed in PubChem BioAssay.
# MIN6 prolif: induces beta-cell replication in MIN6 cells. proliferation, % at 10 µM. MIN6 cells proliferation, ATPlite luminescence, 48 h; cells starved in 0.2% serum; 100% = growth in 10% serum. AID 2380. 0.29% of 330,000 active;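 active = compounds whose signal lies at least 3.5 SD above the mean of all wells on their plate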;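 also: 0% = DMSO-treated cells in low-serum medium and 100% = 10% serum control; some compounds called inactive have numbers as strong as hits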
# GRIN3A LBD mod: modulates the human NR3A ligand-binding domain; 2.5% of 340,000 active; NR3A LBD differential scanning fluorimetry, Tm shift; 0% = protein alone, 100% = glycine-bound protein; Tm shift relative to glycine control, % at 25 µM; AID 1259313;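 active = melting temperature shift of at least 10% of the positive control shift, at one fixed dose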
# hIAP activ: increases human intestinal alkaline phosphatase activity. purified human IAP, CDP-Star luminescence, 30 min; hits give high values; 1 = vehicle-only enzyme, 0 = enzyme-free background. activation factor at 10 µM. 0.16% of 330,000 active. AID 2524;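 active = activation factor of the enzyme at least 2-fold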; also: the source names both 10 and 20 µM as test concentration; values of inactives mirror those of a sister screen read the other way
# Target sequence (P09923 whole entry, looked up): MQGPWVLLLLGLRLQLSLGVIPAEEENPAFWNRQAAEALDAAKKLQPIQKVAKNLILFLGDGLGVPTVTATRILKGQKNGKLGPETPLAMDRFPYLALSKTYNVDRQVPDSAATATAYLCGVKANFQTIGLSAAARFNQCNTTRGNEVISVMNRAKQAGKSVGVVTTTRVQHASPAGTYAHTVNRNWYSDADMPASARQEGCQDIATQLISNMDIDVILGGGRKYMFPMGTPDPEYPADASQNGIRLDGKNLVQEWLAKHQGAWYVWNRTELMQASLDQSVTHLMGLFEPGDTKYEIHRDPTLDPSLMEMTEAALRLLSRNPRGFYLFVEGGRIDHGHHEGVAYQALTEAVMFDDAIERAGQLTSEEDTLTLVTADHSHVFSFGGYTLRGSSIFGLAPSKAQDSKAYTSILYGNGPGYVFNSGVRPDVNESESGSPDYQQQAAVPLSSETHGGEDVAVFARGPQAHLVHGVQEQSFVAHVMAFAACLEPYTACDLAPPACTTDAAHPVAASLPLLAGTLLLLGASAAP
# hIAP inh: human IAP inhibition | P09923 | purified IAP, CDP-Star luminescence, 30 min | inhibition, % at 10 µM | 0.12% of 330,000 active | AID 2544;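 active = inhibition reaching a set limit with compound at 10 µM in the primary screen, cut at about 35% in these data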;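 also: plate controls were DMSO wells with enzyme for no effect and no-enzyme buffer wells for full effect; values of inactives mirror those of a sister screen read the other way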
# mIAP act: mouse IAP activation | activation factor at 10 µM | muIAP, CDP-Star luminescence, 30 min; hits give high values; 1 = vehicle-only enzyme signal, 0 = enzyme-free wells | AID 2805 | 0.24% of 330,000 active;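 active = activation factor of at least 2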; also: the source names both 10 and 20 µM as test concentration; values of inactives mirror those of a sister screen read the other way
#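 Assay system: mouse IAP enzyme; Reagent: CDP-Star chemiluminescent phosphatase substrate; Compound: DMSO-dissolved test compounds; Incubation: 30 min, room temperature; Technique: luminescence from enzymatic CDP-Star hydrolysis; Controls: DMSO-only wells and no-enzyme negative control.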
# APOBEC3A inh: blocks human APOBEC3A ssDNA deamination | AID 493011 | recombinant A3A, FAM/TAMRA ssDNA deamination fluorescence | 0.41% of 330,000 active | inhibition, % at 20 µM | P31941;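 active = at least 40% inhibition at 20 µM here, with at most 30% in a related deaminase screen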;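 also: plate controls were A3A with DMSO for no effect and wells lacking A3A enzyme for full effect; some results filed as inactive read as strong as hits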
# MPTP inh: permeability transition pore inhibition; isolated mouse mitochondria, Ca2+ swelling absorbance, 30 min; inhibition, % at 10 µM; 1.4% of 360,000 active; AID 602449;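 active = inhibition of 50% or more, scaled per plate between neutral and stimulator controls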;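 also: 0% = DMSO wells given calcium and 100% = 1 mM EGTA wells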
# mIAP block: mouse IAP inhibition; purified mouse IAP, CDP-Star luminescence, 30 min; inhibition, % at 10 µM; 0.2% of 330,000 active;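 active = inhibition of at least 40% at 10 µM in the primary screen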;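 also: plate controls were DMSO with enzyme for no effect and no enzyme wells for full effect; values of inactives mirror those of a sister screen read the other way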
# A3G deaminase: inhibitors of human APOBEC3G DNA deaminase; Q9HC16; recombinant A3G, ssDNA deamination FAM/TAMRA fluorescence; inhibition, % at 20 µM; 0.28% of 330,000 active; AID 493012;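 active = inhibition of at least 40% at 20 µM, with no more than 30% in the related APOBEC3A deaminase screen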;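 also: plate controls were DMSO wells with A3G for no effect and wells lacking A3G enzyme for full effect; some compounds called inactive have numbers as strong as hits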
# Target sequence (Q9HC16 whole entry, looked up): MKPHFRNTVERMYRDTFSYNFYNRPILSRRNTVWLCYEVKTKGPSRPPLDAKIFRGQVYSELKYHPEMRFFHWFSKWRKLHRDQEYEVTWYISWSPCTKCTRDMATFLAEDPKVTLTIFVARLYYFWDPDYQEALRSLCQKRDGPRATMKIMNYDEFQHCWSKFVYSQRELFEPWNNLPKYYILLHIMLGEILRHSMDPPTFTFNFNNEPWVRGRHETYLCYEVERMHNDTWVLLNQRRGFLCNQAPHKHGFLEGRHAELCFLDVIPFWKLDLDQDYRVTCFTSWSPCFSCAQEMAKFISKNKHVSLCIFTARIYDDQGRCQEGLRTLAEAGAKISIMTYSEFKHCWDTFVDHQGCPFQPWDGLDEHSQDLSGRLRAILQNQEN
# * hit, by the source's call; . = no result given.
1) CCCCOc1ccc(N2C(N)=NC(N)=NC23CCCCC3)cc1
2) Cn1c(N)c(C(=O)COC(=O)c2ccccc2C(=O)c2ccc(Cl)c([N+](=O)[O-])c2)c(=O)n(C)c1=O
3) Nc1ccccc1-c1nc2ccccc2s1
4) CSc1cccc(CNC(=O)CC2C(=O)NCCN2CC(C)(C)C)c1 (centres undefined)
5) CCOc1ccc(N(CC(=O)Nc2ccccc2C)S(=O)(=O)c2c(C)[nH]c(=O)[nH]c2=O)cc1
6) Cc1ccc(S(=O)(=O)N(C)C)cc1NC(=S)N1CCc2ccccc21
7) Nc1cc([N+](=O)[O-])ccc1Nc1ccc(O)cc1
8) COC(=O)[C@H]1C[C@@H]1[C@H](NS(=O)(=O)c1ccc2ccccc2c1)c1ccccc1

Assay by compound,1,2,3,4,5,6,7,8
MIN6 prolif,-3,-6,-2,-3,-4,-2,-6,-2
GRIN3A LBD mod,-2,0,-19,-1,0,0,-11,2
hIAP activ,0.94,0.89,0.98,1.1,0.96,1,0.72,0.97
hIAP inh,6,11,2,-10,4,-4,28,3
mIAP act,1.2,1,1.4,1.1,0.96,1,0.9,1
APOBEC3A inh,-7,4,9,2,2,-9,4,1
MPTP inh,2.0,0.1,0.2,0.2,0.0,1.7,1.2,-0.9
mIAP block,-17,0,-37,-5,4,-1,10,-3
A3G deaminase,-8,-1,8,2,3,-12,0,2

9) CCN(CC)CCNC(=O)c1ccc(NC(=O)c2cccc(S(=O)(=O)N3CCc4ccccc43)c2)cc1
10) CC(=O)c1ccc(N2CCN(S(=O)(=O)c3cccc(S(=O)(=O)N4CCOCC4)c3)CC2)cc1
11) COC(=O)C(CSCc1ccccc1)NC(=O)CSc1nc(C)cc(=O)[nH]1 (centres undefined)
12) CC(=O)NCCc1ccc(-c2csc(NC(=O)C3CC(=O)N(C4CCCC4)C3)n2)cc1 (centres undefined)
13) Cc1nnsc1C(=O)Nc1ccc(S(=O)(=O)N2CCCC(C)C2)cc1 (centres undefined)
14) COc1ccc(OC)c(S(=O)(=O)N2CCN(c3ncccn3)CC2)c1
15) N/C(=N\OC(=O)/C=C/c1ccccc1)c1ccccc1
16) Cc1ccc(Nc2nc(N)c(C#N)c(CC#N)c2C#N)cc1

Assay by compound,9,10,11,12,13,14,15,16
MIN6 prolif,-7,-1,-1,-4,0,-1,-4,1
GRIN3A LBD mod,0,4,-2,2,-3,1,-18,0
hIAP activ,0.94,0.85,1,0.94,1.3,1.1,1.1,0.93
hIAP inh,6,15,-1,6,-26,-7,-7,7
mIAP act,0.87,0.99,1,1,0.94,1,0.95,0.92
APOBEC3A inh,38,-4,-1,1,1,-5,0,1
MPTP inh,11,0.0,-2.5,0.0,2.5,-0.7,-2.2,-0.7
mIAP block,13,1,-2,-1,6,-3,4,8
A3G deaminase,6,-2,-1,-7,17,-7,1,-1

17) COc1ccc(N2CCN(C(=O)CCCCn3c(=O)[nH]c4ccsc4c3=O)CC2)cc1
18) Cc1cccc(N2CCN(c3nc4ccccc4n4cnnc34)CC2)c1C
19) O=C(O)c1cccc(NC(=S)NC(=O)c2ccc(-c3ccccc3)cc2)c1
20) CN(C)CCCNC(=S)NCC(c1ccc(Cl)cc1Cl)c1c[nH]c2ccccc12 (centres undefined)
21) COc1ccc(OC)c(CN2CCN(Cc3cc(OC)c(OC)c(OC)c3)CC2)c1
22) CC(=O)CSc1nnc2cc(C)c3ccccc3n12
23) O=C(Nc1nnc(C2CC2)s1)c1cccs1
24) CC(/C=C/c1ccccc1)=N\Nc1nc(C)cc(C)n1

Assay by compound,17,18,19,20,21,22,23,24
MIN6 prolif,2,-6,-2,0,0,0,-1,-3
GRIN3A LBD mod,-2,0,-1,-2,2,-1,-2,-1
hIAP activ,1.1,1,1,0.86,0.98,0.84,0.82,1
hIAP inh,-5,0,-2,14,2,16,18,0
mIAP act,0.95,0.9,0.97,0.92,1.1,0.93,1.1,0.96
APOBEC3A inh,0,-2,-1,-5,1,1,-4,-1
MPTP inh,1.3,2.8,0.0,77*,0.0,-0.1,0.3,0.7
mIAP block,5,10,3,8,-6,7,-7,3
A3G deaminase,-7,-6,-2,-10,-3,-6,7,-4

25) Cc1ccccc1-n1c(SCC(=O)N2CCCC2)nnc1-c1ccccn1
26) CCOC(=O)Cc1csc(SC(C)C(=O)NCC(=O)Nc2ccc(F)c(F)c2F)n1 (centres undefined)
27) CC(OC(=O)c1ccc([N+](=O)[O-])o1)C(=O)NC1CCCCC1C (centres undefined)
28) COc1ccc(-c2ccc(C(=O)C3CC3)cc2)cc1
29) CN(C)C(=O)N1CCCC(C(=O)NCc2cccs2)C1 (centres undefined)
30) Cc1cc(Br)ccc1NC(=O)CN(C)C(=O)c1cc(S(=O)(=O)N(C)C)ccc1N1CCCC1
31) N#CC(c1cccc(Cl)c1)c1ccc2c(C(F)(F)F)cc(C(F)(F)F)nc2n1 (centres undefined)
32) COc1ccc(CC(NC(C)=O)C(=O)NC2CCN(C(=O)c3cnccn3)CC2)cc1 (centres undefined)

Assay by compound,25,26,27,28,29,30,31,32
MIN6 prolif,1,-3,-2,0,-3,5,-4,-3
GRIN3A LBD mod,0,-5,0,-6,0,-7,-1,0
hIAP activ,0.91,1.2,0.94,0.89,0.74,0.84,1.1,0.96
hIAP inh,9,-25,6,11,26,16,-10,4
mIAP act,0.99,1,1.1,0.95,1,1.1,0.97,0.92
APOBEC3A inh,-2,0,17,-3,1,2,-4,-2
MPTP inh,-1.1,0.1,-0.2,0.8,-0.4,-1.2,114*,3.8
mIAP block,1,-4,-10,4,-1,-11,3,8
A3G deaminase,-1,-1,0,-9,-2,-5,-3,-4

# Part of the list above in order of SMILES length, rising.
23) O=C(Nc1nnc(C2CC2)s1)c1cccs1
22) CC(=O)CSc1nnc2cc(C)c3ccccc3n12
29) CN(C)C(=O)N1CCCC(C(=O)NCc2cccs2)C1 (centres undefined)
24) CC(/C=C/c1ccccc1)=N\Nc1nc(C)cc(C)n1
16) Cc1ccc(Nc2nc(N)c(C#N)c(CC#N)c2C#N)cc1
18) Cc1cccc(N2CCN(c3nc4ccccc4n4cnnc34)CC2)c1C
25) Cc1ccccc1-n1c(SCC(=O)N2CCCC2)nnc1-c1ccccn1
27) CC(OC(=O)c1ccc([N+](=O)[O-])o1)C(=O)NC1CCCCC1C (centres undefined)
19) O=C(O)c1cccc(NC(=S)NC(=O)c2ccc(-c3ccccc3)cc2)c1
21) COc1ccc(OC)c(CN2CCN(Cc3cc(OC)c(OC)c(OC)c3)CC2)c1

Assay by compound,23,22,29,24,16,18,25,27,19,21
MIN6 prolif,-1,0,-3,-3,1,-6,1,-2,-2,0
GRIN3A LBD mod,-2,-1,0,-1,0,0,0,0,-1,2
hIAP activ,0.82,0.84,0.74,1,0.93,1,0.91,0.94,1,0.98
hIAP inh,18,16,26,0,7,0,9,6,-2,2
mIAP act,1.1,0.93,1,0.96,0.92,0.9,0.99,1.1,0.97,1.1
APOBEC3A inh,-4,1,1,-1,1,-2,-2,17,-1,1
MPTP inh,0.3,-0.1,-0.4,0.7,-0.7,2.8,-1.1,-0.2,0.0,0.0
mIAP block,-7,7,-1,3,8,10,1,-10,3,-6
A3G deaminase,7,-6,-2,-4,-1,-6,-1,0,-2,-3

20) CN(C)CCCNC(=S)NCC(c1ccc(Cl)cc1Cl)c1c[nH]c2ccccc12 (centres undefined)
31) N#CC(c1cccc(Cl)c1)c1ccc2c(C(F)(F)F)cc(C(F)(F)F)nc2n1 (centres undefined)
17) COc1ccc(N2CCN(C(=O)CCCCn3c(=O)[nH]c4ccsc4c3=O)CC2)cc1
30) Cc1cc(Br)ccc1NC(=O)CN(C)C(=O)c1cc(S(=O)(=O)N(C)C)ccc1N1CCCC1

Assay by compound,20,31,17,30
MIN6 prolif,0,-4,2,5
GRIN3A LBD mod,-2,-1,-2,-7
hIAP activ,0.86,1.1,1.1,0.84
hIAP inh,14,-10,-5,16
mIAP act,0.92,0.97,0.95,1.1
APOBEC3A inh,-5,-4,0,2
MPTP inh,77*,114*,1.3,-1.2
mIAP block,8,3,5,-11
A3G deaminase,-10,-3,-7,-5

# (further entries)
33) CC(C)OC(=O)CCCCCN1C(=O)CSC1=S
34) O=C(NCCCc1ccccc1)c1cnc2n(c1=O)CCS2
35) Cc1cnc(N)c2c(=O)oc3ccccc3c12
36) COc1cc(NC(=O)c2ccc(C)cc2)ccc1NC(=O)c1cc2ccccc2o1
37) O=C(Cn1c(=O)n(Cc2ccco2)c(=O)c2c3c(sc21)CCCCC3)Nc1ccccc1
38) O=C(NCc1ccc(Cl)cc1)c1cccnc1
39) O=C1CC(=O)Nc2cc(S(=O)(=O)N3CCOc4ccc(Cl)cc43)ccc2N1
40) CN(CC(=O)Nc1c(Cl)cccc1Cl)C(=O)c1cccc(-n2cccc2)c1

Assay by compound,33,34,35,36,37,38,39,40
MIN6 prolif,0,-2,6,0,-6,-1,-3,0
GRIN3A LBD mod,0,-2,-1,7,-1,2,-2,.
hIAP activ,1.2,1.1,1.1,1.1,0.95,1.1,1,0.91
hIAP inh,-18,-6,-10,-8,5,-12,-2,9
mIAP act,0.93,0.99,1.2,0.98,0.86,0.95,0.91,1
APOBEC3A inh,-6,-6,-5,-1,49*,0,0,71*
MPTP inh,1.3,0.0,-1.2,1.2,-0.1,-1.6,-0.8,-2.7
mIAP block,7,1,-18,2,14,5,9,0
A3G deaminase,-5,-5,-11,-8,20,-4,-12,18

41) CC(C)Cn1c(N)c(C(=O)CSc2nc3ncc(Cl)cc3[nH]2)c(=O)n(C)c1=O
42) N#CC12COC3(CCCCC3C1(C#N)C#N)OC2=N (centres undefined)
43) Nc1nnc(Cc2c[nH]c3ccccc23)s1
44) Cc1ccnc(NC(=O)c2ccc(S(=O)(=O)N3CCCC3)cc2)c1
45) COc1ccc(C2=NN(c3ccc(C(=O)O)cc3)C(c3ccc(OC)c(OC)c3)C2)cc1 (centres undefined)
46) CCC(=O)Nc1cc(-c2nn(C)c(=O)c3ccccc23)ccc1OC
47) Nn1c(SCC(=O)Nc2cccc(Br)c2)nnc1C1CC1
48) Cc1ccc(C)c(NC(=O)CCN2C(=O)[C@@H]3Cc4ccccc4CN3C2=O)c1
49) O=C1CC(N2CCN(CCc3ccccn3)CC2)C(=O)N1c1ccc(Cl)cc1 (centres undefined)
50) CCCCC1CCC(C(=O)N(CCCC)c2c(N)n(CCCC)c(=O)[nH]c2=O)CC1 (centres undefined)

Assay by compound,41,42,43,44,45,46,47,48,49,50
MIN6 prolif,-1,-1,-2,3,-1,-1,-2,2,0,-5
GRIN3A LBD mod,0,2,-2,3,0,1,1,-2,1,-1
hIAP activ,1,1,1.1,0.78,1.2,1.1,1.2,0.97,0.86,1.2
hIAP inh,-1,-2,-7,22,-17,-9,-21,3,14,-21
mIAP act,0.9,0.91,0.87,0.91,1.1,0.99,1,0.95,1,1
APOBEC3A inh,-7,2,-6,-2,-1,8,3,0,-5,3
MPTP inh,0.4,3.3,3.2,-0.5,0.8,-0.8,-2.0,18,-1.5,-2.3
mIAP block,10,9,13,9,-7,1,-1,4,0,-4
A3G deaminase,-14,4,-7,-5,-7,0,0,-1,-4,-2

# Hits appear at their usual frequency. Share with any hit: about 5%.
